# Screening results deposited in PubChem BioAssay by Sanford-Burnham Center for Chemical Genomics.
# mIAP activ = increases mouse intestinal alkaline phosphatase activity; muIAP, CDP-Star luminescence, 30 min; stronger effect = higher value; 1 = vehicle-only enzyme signal, 0 = enzyme-free wells; activation factor at 10 µM; actives 0.24% (n = 330,000); AID 2805;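 active means activation factor of at least 2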; further: the source names both 10 and 20 µM as test concentration; values of inactives mirror those of a sister screen read the other way
#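 Assay system: mouse IAP enzyme; reagent: chemiluminescent substrate CDP-Star; dosing: test compounds delivered from DMSO solution; schedule: 30 min at room temperature; measured by: luminescence from enzymatic CDP-Star hydrolysis; controls: DMSO-only wells and no-enzyme negative control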
# hIAP activ = increases human intestinal alkaline phosphatase activity | P09923 | purified human IAP, CDP-Star luminescence, 30 min; stronger effect = higher value; 1 = vehicle-only enzyme, 0 = enzyme-free background | activation factor at 10 µM | actives 0.16% (n = 330,000) | AID 2524;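 active means activation factor of the enzyme at least 2-fold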; further: the source names both 10 and 20 µM as test concentration; values of inactives mirror those of a sister screen read the other way
# Target sequence (P09923 whole entry, looked up): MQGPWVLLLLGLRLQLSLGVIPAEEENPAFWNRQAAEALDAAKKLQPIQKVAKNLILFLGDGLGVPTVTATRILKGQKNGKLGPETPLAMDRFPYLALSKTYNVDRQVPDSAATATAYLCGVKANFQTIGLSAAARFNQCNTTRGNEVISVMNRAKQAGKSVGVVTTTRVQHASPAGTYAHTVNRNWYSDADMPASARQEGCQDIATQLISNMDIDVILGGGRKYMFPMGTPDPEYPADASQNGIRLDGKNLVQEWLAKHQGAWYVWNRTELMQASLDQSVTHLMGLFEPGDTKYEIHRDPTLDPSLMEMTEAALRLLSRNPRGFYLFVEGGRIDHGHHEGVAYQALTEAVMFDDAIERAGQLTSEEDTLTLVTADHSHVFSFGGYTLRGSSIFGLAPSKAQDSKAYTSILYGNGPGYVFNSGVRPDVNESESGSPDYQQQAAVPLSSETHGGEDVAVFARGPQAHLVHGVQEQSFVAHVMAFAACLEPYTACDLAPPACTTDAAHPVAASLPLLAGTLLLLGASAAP
# Apaf-1 inh = human Apaf-1 inhibition. reconstituted apoptosome caspase-3 activity, DEVD-Rh110 fluorescence. inhibition, % at 20 µM. O14727. actives 0.71% (n = 330,000); active means inhibition of at least 40% at 20 µM;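 further: plate controls were DMSO wells for no effect and DEVD-CHO caspase inhibitor wells for full effect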
#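 Material: reconstituted apoptosome with Apaf-1, cytochrome c, caspase-9, procaspase-3, dATP / Buffer or medium: pH 7.5 Hepes buffer with CHAPS, BSA, DTT / Also added: cytochrome c with DEVD-Rh110 / Schedule: compound with Apaf-1, dATP, procaspase-3 30 min, then 50 min reaction, room temperature / Technique: rhodamine 110 fluorescence at Ex 480/Em 540 nm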
# hIAP inh = blocks human intestinal alkaline phosphatase | inhibition, % at 10 µM | purified IAP, CDP-Star luminescence, 30 min | P09923 | actives 0.12% (n = 330,000);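 active means inhibition reaching a set limit with compound at 10 µM in the primary screen, cut at about 35% in these data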;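 further: plate controls were DMSO wells with enzyme for no effect and no-enzyme buffer wells for full effect; values of inactives mirror those of a sister screen read the other way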
# tim10-1 inh = inhibits growth of tim10-1 mutant yeast | S. cerevisiae tim10-1 ts strain growth, BacTiter-Glo, 24 h | inhibition, % at 20 µM | actives 2.2% (n = 330,000);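 active means inhibition of at least 40%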;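 further: mutant grown at 25 °C; 0% = DMSO wells with yeast and 100% = wells holding no yeast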
# TIM10 inh = inhibits growth of TIM10 yeast strain. S. cerevisiae TIM10 strain growth, BacTiter-Glo luminescence, 24 h. inhibition, % at 10 µM. actives 1.4% (n = 330,000). AID 463195;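 active means inhibition of 40% or more at the single tested concentration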;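 further: wild-type TIM10 isogenic control strain grown at permissive 25 °C; 0% = DMSO yeast wells and 100% = minimal medium wells without yeast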
# NLRP3 yeast inh = blocks the NALP3 inflammasome reconstituted in yeast; AID 2825; inhibition, % at 10 µM; Yeast reconstituted NLRP3/ASC/caspase-1, beta-gal luminescence, 24 h; actives 0.39% (n = 330,000);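 active means inhibition of 50% or more; inactive means inhibition below 50%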;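 further: plate controls were induced DMSO wells for no effect and uninduced yeast grown without galactose for full effect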
# mIAP inh = mouse IAP inhibition. purified mouse IAP, CDP-Star luminescence, 30 min. inhibition, % at 10 µM. actives 0.2% (n = 330,000). AID 2806;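 active means inhibition of at least 40% at 10 µM in the primary screen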;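 further: plate controls were DMSO with enzyme for no effect and no enzyme wells for full effect; values of inactives mirror those of a sister screen read the other way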
# ATG4B inhibitor = inhibitors of human ATG4B cysteine protease; Q9Y4P1; ATG4B cleavage of LC3-PLA2, NBD-HPC fluorescence, 1 h; inhibition, % at 8.33 µM; actives 0.51% (n = 340,000); in the data active means inhibition above about 40%
# Target sequence (Q9Y4P1 whole entry, looked up): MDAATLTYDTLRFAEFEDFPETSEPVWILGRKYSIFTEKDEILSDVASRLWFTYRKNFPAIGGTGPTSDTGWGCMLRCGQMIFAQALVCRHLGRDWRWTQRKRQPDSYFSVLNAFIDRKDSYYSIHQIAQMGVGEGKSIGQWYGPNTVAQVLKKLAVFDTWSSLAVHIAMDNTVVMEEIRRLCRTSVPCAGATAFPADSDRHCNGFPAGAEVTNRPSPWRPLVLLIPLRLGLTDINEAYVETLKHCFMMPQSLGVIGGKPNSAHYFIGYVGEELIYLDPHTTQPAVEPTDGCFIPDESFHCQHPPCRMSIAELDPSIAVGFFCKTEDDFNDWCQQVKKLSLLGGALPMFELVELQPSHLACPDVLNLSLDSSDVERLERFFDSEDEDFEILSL
# * = called active by the depositor; · = no result given.
no.	mol	mIAP activ	hIAP activ	Apaf-1 inh	hIAP inh	tim10-1 inh	TIM10 inh	NLRP3 yeast inh	mIAP inh	ATG4B inhibitor
1	Cc1cc(Nc2ccccc2)n(-c2cccc(Cl)c2)n1	1.2	0.98	9	2	38	20	-17	-16	38
2	COC(=O)Nc1ccc(S(=O)(=O)NCc2ccccn2)cc1	1	1	15	0	3	12	15	-4	-2
3	CCOC(=O)c1ccc(NC(=O)c2cc3ccccc3o2)cc1	0.96	0.99	10	1	4	19	19	4	-15
4	COc1ccc2nc(NC(=O)CCNC(=O)c3ccco3)sc2c1	1.1	1.1	-2	-6	2	0	4	-6	0
5	O=C(CSc1nnnn1-c1ccccc1)Nc1ncc2c(n1)CC(c1ccccc1)CC2=O (centres undefined)	1	0.99	3	1	-3	-3	6	0	-4
6	CC1=C(C)Cc2c(OC(=O)c3ccccc3)ccc(OC(=O)c3ccccc3)c2C1	1	0.99	6	1	8	-7	17	-3	·
7	COc1ccc(Br)cc1S(=O)(=O)n1ccnc1	1.1	1.1	1	-9	24	-1	-19	-8	9
8	Cc1ccc(C(=O)NCc2ccc3c(c2)OCO3)cc1S(=O)(=O)N1CCOCC1	1.1	1	-11	-3	-10	-18	-1	-11	-1
9	CC(CNC(=O)Cn1cnc2c(NCc3ccccc3)ncnc21)c1ccccc1 (centres undefined)	0.96	·	8	·	9	-12	·	4	-7
10	CC(C)CN(C(=O)COC(=O)C12CC3CC(CC(O)(C3)C1)C2)C1CCS(=O)(=O)C1 (centres undefined)	0.95	0.99	6	1	11	-9	6	5	-6
11	CCOc1ccc(N2CC(C(=O)Nc3cccc(S(=O)(=O)N4CCCC4)c3)CC2=O)cc1 (centres undefined)	1.1	1	20	-2	2	6	9	-9	-9
12	COC(=O)C1=C(C)NC(=O)/C1=C\c1cc(C)n(-c2ccc(F)cc2)c1C	0.91	1.2	0	-15	22	26	-3	9	-13
13	COc1ccc(NC(=O)C2CCC(CNc3c(N4CCOCC4)c(=O)c3=O)CC2)cc1Cl (centres undefined)	1.1	1	-18	-3	-5	1	11	-8	-4
14	Cc1cc(NC(=O)c2ccccc2)ccc1NC(=O)Cc1ccccc1	0.92	0.94	-4	6	-1	-16	19	8	-1
15	O=C(c1cc(-c2ccccc2O)on1)N1CCc2ccccc2C1	0.86	0.95	8	5	22	4	22	14	32
16	O=C(NC1CCCCCC1)C1CCN(S(=O)(=O)N2CCC3(CC2)OCCO3)CC1	1.1	0.99	-10	1	11	10	15	-5	-4
17	COCCCNC(=S)NC1CC2CCCC(C1)N2Cc1ccco1 (centres undefined)	1.1	1.1	-15	-11	10	15	11	-8	-2
18	COc1cc(/C=N/NC(N)=S)ccc1OC(=O)c1ccc(C)cc1	0.88	1	13	-4	28	18	19	12	-7
19	CCC(C)(C)NC(=O)/C=C/c1ccccc1[N+](=O)[O-]	1.1	1	-10	-1	15	6	2	-14	1
20	Cn1cccc1C1Nc2ccccc2NC2=C1C(=O)CC(C)(C)C2 (centres undefined)	0.92	1.1	-4	-8	0	5	10	8	-2
21	CSCCC(NC(=O)c1ccc([N+](=O)[O-])cc1Cl)C(=O)OCC(=O)NC(=O)CN1CCCC1=O (centres undefined)	0.97	1.1	2	-8	-14	14	18	3	-1
22	Cc1ccccc1OCCOc1cccc(/C=N/NC(=O)Cc2nnc(N)s2)c1	0.98	1.1	28	-11	-10	-8	8	2	-17
23	Nc1ccc2nc(CCc3ccccc3)[nH]c2c1	1.1	0.99	1	1	9	6	4	-9	4
24	O=C(N/N=C\c1cccnc1)c1ccc(Cl)s1	0.99	0.96	-4	4	-11	1	22	0	-1
25	COc1ccc(-c2noc(Cn3cc(S(=O)(=O)N4CCCC4)ccc3=O)n2)cc1	1	0.96	-16	4	-13	2	20	-1	-6

# An excerpt from above in order of their number in NLRP3 yeast inh, largest number first.
nr	compound	mIAP activ	hIAP activ	hIAP inh	tim10-1 inh	TIM10 inh	NLRP3 yeast inh	mIAP inh	ATG4B inhibitor
18	COc1cc(/C=N/NC(N)=S)ccc1OC(=O)c1ccc(C)cc1	0.88	1	-4	28	18	19	12	-7
5	O=C(CSc1nnnn1-c1ccccc1)Nc1ncc2c(n1)CC(c1ccccc1)CC2=O (centres undefined)	1	0.99	1	-3	-3	6	0	-4
8	Cc1ccc(C(=O)NCc2ccc3c(c2)OCO3)cc1S(=O)(=O)N1CCOCC1	1.1	1	-3	-10	-18	-1	-11	-1

# (list continues)
no.	mol	mIAP activ	hIAP activ	Apaf-1 inh	hIAP inh	tim10-1 inh	TIM10 inh	NLRP3 yeast inh	mIAP inh	ATG4B inhibitor
26	CC(=O)Nc1ccc(CN2CCc3c([nH]c4ccccc34)C2c2ccccn2)cc1 (centres undefined)	0.96	1.2	7	-22	27	7	11	4	5
27	O=C(CO/N=C/c1c(Cl)cccc1Cl)NNC(=O)c1ccc(Cl)cc1	1.1	1.4	-3	-39	-7	-62	34	-9	18
28	Cc1onc(-c2c(Cl)cccc2Cl)c1C(N)=O	0.97	1.1	-28	-9	-26	-26	19	3	-3
29	c1ccc(CSc2nnc(NC3=NCCCCC3)s2)cc1	0.96	0.8	10	20	27	15	30	4	-11
30	COc1ccc(Cl)cc1C(=O)CSc1nnnn1C	0.93	1.1	-10	-15	6	9	7	7	-8
31	CCOC(=O)C1CCN(C(=O)c2ccc(OC)cc2OC)CC1	1	1.2	-21	-20	-8	-3	4	-5	-10
32	Oc1ccc(Br)cc1CNc1ccccn1	0.93	1.2	-7	-18	-7	-31	32	7	4
33	CCN(CC)S(=O)(=O)c1ccc(OC)nc1	0.98	0.97	5	3	-9	2	7	2	3
34	Cc1ccc(NC(=O)OCCN2CCN(Cc3ccccc3)CCC2=O)cc1C	1.2	1.1	13	-14	6	7	19	-22	4
35	COc1ccc(C(=O)CSc2nnc(COc3ccccc3)n2Cc2ccco2)cc1	0.93	0.96	26	4	25	17	13	7	-3
36	CN(C)CCCNC(=O)c1cc(C(=O)Cc2ccc(Cl)cc2)c[nH]1	0.97	1	4	-2	5	-2	16	3	2
37	Cc1[nH]c2ccccc2c1C(=O)COC(=O)c1ccc[n+]([O-])c1	0.98	1.1	-11	-11	-5	1	-4	2	-3
38	COc1ccccc1N1C(C)=CC(=C(C#N)c2nc3ccccc3s2)C=C1C	0.95	0.72	56*	28	14	10	20	5	14
39	CC1CCN(CCCn2c(=S)[nH]c3c(sc4ccc([N+](=O)[O-])cc43)c2=O)CC1	0.87	1	-3	0	-4	-1	-8	13	2
40	CN1CCN(S(=O)(=O)c2ccc(NC(=O)c3csc4ccccc34)cc2)CC1	1	1.1	13	-5	22	20	4	0	-17
41	COc1ccccc1CNC(=O)CCc1ccccc1	0.95	1.1	2	-8	11	-5	20	4	-2
42	COC(=O)c1ccc(OC)c(CSc2nnc(COc3ccccc3)o2)c1	0.99	0.97	20	2	22	-2	21	1	25
43	Cc1ccccc1-c1nc(CS(=O)(=O)CC(=O)NC2CC2)c(C)o1	1	1.2	-8	-19	-5	-7	20	-4	6
44	COc1ccccc1NC(=O)CSc1nc2nccnc2c(=O)n1Cc1cccs1	0.85	1.1	6	-15	-2	7	7	15	-12
45	CSCCCNC(=S)N(C)CC(=O)Nc1ccc(C)cc1	1.1	1	-16	0	19	-12	0	-8	-6
46	O=C(OCC(=O)N1CCN(c2ccccc2)CC1)c1cccc([N+](=O)[O-])c1	1	1	6	-5	7	5	21	-4	0
47	COc1ccccc1C(=O)NCCC(=O)N(C)Cc1ccc(C)o1	0.95	1.1	-9	-10	-8	-11	-1	5	-7
48	CC(C)CC(=O)Nc1ccc(C(=O)Cn2nc(C(=O)O)c3ccccc3c2=O)cc1	1	1.2	9	-15	-8	-8	2	-2	1
49	CC(C)=CC(=O)OCC(=O)Nc1ccc(Cl)cc1	1	0.92	8	8	-24	22	27	-5	-6
50	COc1ccc(C(=O)NNS(=O)(=O)c2ccccc2)cc1	0.96	1	-6	-3	7	-12	-1	4	10
51	O=C(CCCCCN1C(=O)c2ccccc2C1=O)NCc1ccccn1	0.93	0.94	-4	6	-2	-8	14	7	-3
52	COCCCn1c(SCC(=O)NNC(=O)c2cccc(O)c2)nnc1-c1ccncc1	1	1	-7	-1	11	-6	8	0	-6
53	COC(=O)CSc1nnc(CNC(=O)c2ccccc2OC)n1C	0.95	0.91	-25	9	5	2	-3	5	8
54	CC(C)C[C@@H](CSc1ccccc1)N1CCN(CCc2ccccc2)CCC1=O	1	0.89	20	11	18	20	24	0	1
55	O=C(CNc1cc(S(=O)(=O)N2CCOCC2)ccc1NCC1CCCO1)Nc1ccc(C(F)(F)F)cc1 (centres undefined)	0.98	1.1	22	-10	23	4	28	2	-2
56	COc1ccc(OC2CCN(S(=O)(=O)c3cccc(F)c3)CC2)cc1	1	1	15	-2	15	-37	10	0	-3
57	CCc1nc2ccccc2c(C(=O)OCc2nc3ccccc3c(=O)[nH]2)c1C	0.94	1.1	5	-10	-2	-3	12	6	-3
58	CCOC(=O)c1cccc(NC(=O)CCS(=O)(=O)c2ccc(Br)s2)c1	0.92	0.92	3	8	4	16	-2	8	-5
59	Oc1c(Cl)cc(Cl)cc1CNc1nccs1	1	0.91	8	9	-19	9	21	-5	8
60	COc1ccc(NC(=O)Cn2ccc(C(F)(F)F)n2)cc1S(=O)(=O)N1CCOCC1	1.1	1.1	17	-12	8	-2	13	-7	-4
61	CC1CCCN(C(=O)CSc2nnc(-c3ccncc3)n2C)C1 (centres undefined)	1.1	1.1	-4	-6	17	8	25	-13	0
62	NS(=O)(=O)c1ccc(CNC(=O)/C=C/c2cccc(Cl)c2)cc1	0.99	0.93	6	7	-1	-14	14	1	-4
63	CC(=O)/C(=N/Nc1ccccc1)Sc1nnc(CCc2ccccc2)n1-c1ccccc1	0.87	0.98	5	2	30	29	20	13	-2
64	c1ccc(-c2nc(-c3ccco3)n3ccccc23)cc1	0.66	0.97	10	3	17	11	-1	34	21
65	Cn1c(=O)c2sccc2n2c(CCCC(=O)NCc3ccco3)nnc12	1	0.97	-15	3	16	6	-5	-2	-8
66	O=C(CSc1nnc(NC(=O)c2cccc(F)c2)s1)NCC1CCCO1 (centres undefined)	0.97	1	-4	-1	-6	-3	0	3	-5
67	CC1CCCCN1C(=S)Nc1ccc2nc3n(c(=O)c2c1)CCCCC3 (centres undefined)	1	1.1	3	-8	39	27	19	-4	9
68	COc1cc(C(=O)NCCOc2cccc(C)c2)c(Br)c(OC)c1OC	1.1	1.1	0	-12	26	0	11	-10	-2
69	c1ccc2c3c([nH]c2c1)CCNC3	0.93	1	2	-4	14	-14	14	7	-3
70	COc1cc(CC(=O)NCc2cccs2)cc(OC)c1OC	0.97	1	-11	-3	-9	-8	19	3	5
71	C1CCN(CCCNC2C3CC4CC(C3)CC2C4)C1 (centres undefined)	1	1.2	3	-16	-54	-121	7	-1	1
72	CC(=O)Oc1ccc(/C=C(\NC(=O)c2ccco2)C(=O)NCc2ccco2)cc1	0.96	1	1	-1	1	-6	11	4	-4
73	O=C1NC(=Nc2ccc(Cl)cc2)SC1Cc1cc(Cl)ccc1Cl (centres undefined)	0.88	1.3	20	-32	14	11	6	12	18
74	Cc1cc(=O)oc2c(CN3CC(C)OC(C)C3)c(O)c(Cl)cc12 (centres undefined)	0.99	1.1	14	-7	14	8	-3	1	1
75	CCOc1ccc(-n2cnnn2)cc1S(=O)(=O)NCc1ccccc1	1	0.93	-9	7	16	14	-7	-4	-2
76	O=C(/C=C/c1ccccc1Cl)Nc1cccnc1	0.87	1.1	-1	-12	-40	-13	22	13	-11
